Compound activity: PubChem, several laboratories
RAM network inh = inhibitors of the yeast RAM network | S. cerevisiae dse1pr::URA3 reporter, 5-FOA growth OD615, 2 d; analog-sensitive cbk1-as2 kinase mutant strain | inhibition, % at 50 µM | 190,000 compounds, 1.8% hits | AID 868;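 active = inhibition above a set limit, 3 SD over mean compound inhibition, cut at about 8.4% in these data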;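 note: 0% = DMSO-only wells with no growth and 100% = 10 µM 1-NA-PP1 full growth; inhibition rescues growth on 5-FOA so higher OD means more RAM inhibition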
Lmaj promast = inhibitors of Leishmania major promastigote growth | Leishmania major promastigotes, resazurin fluorescence viability | inhibition, % at 10 µM | 200,000 compounds, 9% hits;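 note: promastigotes grown with compound for 44 hours at 28 °C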
Hsp70 act = transcriptional activators of Hsp70. HeLa Hsp70 promoter luciferase reporter, luminescence; scaled: vehicle 0, proteasome-inhibitor control 100%. 200,000 compounds, 0.04% hits. activation, % at 10 µM. AID 1203;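 active = activation above the mean across all tested compounds plus 3 SD, cutoff set per campaign, cut at about 5.5% in these data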;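 note: 100% = MG132 at 30 µM as the positive control and 0% = DMSO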
PMI act satM6P = increases human PMI activity with near-saturating mannose 6-phosphate | coupled PMI enzyme assay, resazurin fluorescence, 20 min; hits give high values; 1 = untreated enzyme, 0 = substrate-free blank | AID 1216 | activation factor at 20 µM | P34949 | 190,000 compounds, 0.34% hits;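 active = activation factor of 2 or more at 20 µM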
Target sequence (P34949 whole entry, looked up): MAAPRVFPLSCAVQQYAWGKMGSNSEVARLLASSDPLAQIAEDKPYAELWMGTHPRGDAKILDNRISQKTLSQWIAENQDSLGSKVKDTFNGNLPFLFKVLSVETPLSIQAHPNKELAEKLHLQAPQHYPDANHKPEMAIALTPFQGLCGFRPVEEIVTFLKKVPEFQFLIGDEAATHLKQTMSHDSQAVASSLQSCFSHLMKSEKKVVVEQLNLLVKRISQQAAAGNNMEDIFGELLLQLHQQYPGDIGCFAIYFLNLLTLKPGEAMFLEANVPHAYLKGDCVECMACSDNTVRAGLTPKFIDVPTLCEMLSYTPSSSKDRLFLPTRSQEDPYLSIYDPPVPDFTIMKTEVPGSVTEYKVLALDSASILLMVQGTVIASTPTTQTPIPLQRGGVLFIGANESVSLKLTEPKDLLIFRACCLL
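Material: human phosphomannose isomerase with PGI, G6PDH, diaphorase coupling enzymes. Quantity: 15 ng/mL PMI. Medium: HEPES pH 7.4 buffer with MgCl2 and Tween-20. Reagent: Near-saturating mannose-6-phosphate, 1.0 mM. Compound: 20 µM single dose. Times: enzyme reaction with compound 20 min at room temperature. Detection: resorufin fluorescence at Ex 544/Em 590 nm.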
Diaph inh CS = counter-screen for diaphorase-based assays: diaphorase inhibitors and chemical oxidizers. diaphorase resazurin-to-resorufin fluorescence, NADH, 16 min; bacterial (C. kluyveri) enzyme, not human. inhibition, % at 20 µM. 190,000 compounds, 0.69% hits;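 active = primary screen inhibition at 20 µM above a set limit, cut at about 50% in these data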;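 note: plate controls were DMSO with full reaction for no effect and wells lacking NADH for full effect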
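Test system: diaphorase enzyme from Clostridium kluyveri; amount: diaphorase at 0.14 U/mL in enzyme working solution; detection: fluorescence of resorufin formed from resazurin, Ex 544/Em 590 nm; times: reaction incubation of 16 min at room temperature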
Diaphorase act = counter-screen for diaphorase-based assays: diaphorase activators and chemical reducers; Diaphorase/resazurin coupled assay, resorufin fluorescence, 16 min; hits give high values; 1 = vehicle wells, 0 = NADH-free wells; 190,000 compounds, 0.005% hits; AID 1229; activation factor at 20 µM;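 active = diaphorase activity raised at least twofold by the compound at 20 µM; inactive = activation factor below 2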
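Test system: Clostridium kluyveri diaphorase, purified enzyme; input: enzyme 0.07 U/mL final; buffer or medium: 50 mM HEPES pH 7.4 with 4.542 mM MgCl2, 0.005% Tween 20; also added: 0.114 mM NADH and 0.1 mM resazurin, final amounts; schedule: 16 min enzyme reaction, ambient temperature; technique: fluorescence of resorufin, 544 nm excitation, 590 nm emission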
PMI act = increases human mannose-6-phosphate isomerase activity; purified human PMI, coupled resazurin fluorescence, 20 min; hits give high values; 1 = vehicle control, 0 substrate-free wells; 190,000 compounds, 0.005% hits; activation factor at 20 µM; P34949;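 active = activation factor of 2 or more at 20 µM, relative to plate controls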
S1P3 antagonist = antagonists of human S1P3 receptor. Q99500. 170,000 compounds, 0.27% hits. CHO S1P3 NFAT-BLA reporter, FRET fluorescence, antagonist mode. inhibition, % at 4.98 µM;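 active = inhibition above the plate cutoff, the mean inhibition of test wells on that plate plus 3 SD, cut at about 28% in these data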;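 note: cells challenged with S1P at its EC80 of 0.8 µM; blue over green emission ratio from cleaved BLA substrate after 4 h stimulation; 0% = S1P-stimulated wells and 100% = unstimulated DMSO-only wells; some compounds past the cut are filed as inactive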
Target sequence (Q99500 whole entry, looked up): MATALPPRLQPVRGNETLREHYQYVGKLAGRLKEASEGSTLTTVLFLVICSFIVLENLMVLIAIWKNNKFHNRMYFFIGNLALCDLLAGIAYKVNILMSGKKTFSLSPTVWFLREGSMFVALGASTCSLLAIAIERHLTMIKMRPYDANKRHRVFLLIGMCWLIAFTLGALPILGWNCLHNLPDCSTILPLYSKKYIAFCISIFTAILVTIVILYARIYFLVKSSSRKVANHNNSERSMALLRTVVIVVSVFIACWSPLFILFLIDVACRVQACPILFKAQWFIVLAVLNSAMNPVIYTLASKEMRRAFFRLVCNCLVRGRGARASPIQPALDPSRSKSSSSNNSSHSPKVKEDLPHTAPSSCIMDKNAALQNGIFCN
TLR4-MyD88 BLA = blocks binding of human TLR4 to MyD88 | HeLa CL3-4 TLR4/MyD88 BLA complementation, FRET ratio | 200,000 compounds, 0.18% hits | O00206+Q99836 | inhibition, % at 8.4 µM; in the data active = inhibition above about 25%;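 note: 0% = vehicle and 100% = reference inhibitor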
G6PDH counter = counter-screen for G6PDH assay hits: L. mesenteroides G6PDH inhibition. Purified L. mesenteroides G6PDH, diaphorase/resazurin coupled fluorescence, 45 min. inhibition, % at 5 µM. 200,000 compounds, 0.12% hits. AID 1020
DTT redox prof = compounds producing H2O2 with reducing agent – biochemical, NIH compound library profiling, artefact control for MLSCN library redox annotation, primary screen. DTT-dependent redox cycling H2O2, phenol red/HRP absorbance; 100% = 100 µM peroxide control, 0% = buffer. activation, % at 10 µM. 200,000 compounds, 0.03% hits;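 active = activation of at least 50% relative to the plate's high and low controls in the primary single-dose screen; inactive = activation below 50%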;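 note: compound incubated with DTT at 0.8 mM final as the reducing agent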
The depositor's hits bear a star; / = not tested or not shown. Cut-off read from the data, not from the text of the source, unless noted: active = inhibition above about 50%; inactive = the rest.

SMILES | RAM network inh | Lmaj promast | Hsp70 act | PMI act satM6P | Diaph inh CS | Diaphorase act | PMI act | S1P3 antagonist | TLR4-MyD88 BLA | G6PDH counter | DTT redox prof
CCOc1ccc(/C=N/NC(=O)C(C)N(c2ccc(OC)cc2)S(C)(=O)=O)cc1OCC (stereo not drawn) | 0.3 | 25 | -0.1 | 1 | 18 | 0.8 | 0.9 | -7 | 1 | 7 | -0.3
O=C(CC(SCc1ccco1)c1ccc(O)cc1)c1cccs1 (stereo not drawn) | -0.3 | 29 | 0.0 | 1 | 10 | 0.9 | 0.9 | -2 | 5 | 5 | -0.5
CCCc1nn(C)c(C(=O)Nc2cccc(C)c2)c1Cl | 6.3 | -5 | 0.0 | 1 | 15 | 0.9 | 0.7 | 18 | -22 | 2 | -0.2
Cc1ccc(N2C(=O)CC(Sc3ccccc3C(=O)O)C2=O)cc1 (stereo not drawn) | 0.9 | 24 | -0.5 | 1.1 | 10 | 0.9 | 0.9 | 2 | -3 | 5 | 0.2
Cc1ccc(CN2CCN(C3CSCCSC3)CC2CCO)cc1 (stereo not drawn) | 1.8 | 5 | -0.2 | 0.9 | 36 | 0.6 | 0.9 | 0 | 1 | 14 | -1.4
Cc1onc(-c2ccccc2)c1C(=O)NCC1CCN(C(=O)c2c(-c3ccccc3)noc2C)CC1 | 1.7 | -5 | -0.2 | 0.8 | 11 | 0.9 | 0.8 | / | 4 | 17 | 2.4
O=c1c2ccccc2n2c(-c3ccc(C(F)(F)F)cc3)nnc2n1Cc1ccccc1 | 1.5 | 15 | 0.1 | 1.2 | -2 | 1 | 1.1 | -12 | 7 | 9 | 0.6
CC(C)(C)NC(=O)N1CCCC(C(=O)c2cccc(Cl)c2)C1 (stereo not drawn) | -1.0 | 35 | 0.0 | 1 | 8 | 0.9 | 0.9 | -7 | -7 | 0 | -0.6
CN(C(=O)COC(=O)c1ccc2c(c1)OCO2)C1CCS(=O)(=O)C1 (stereo not drawn) | 0.9 | 2 | -0.3 | 1 | 12 | 0.9 | 1 | -26 | -5 | 4 | 1.7
CC(=O)C1=C(C)NC(SCSc2ccccc2)=C(C#N)C1c1cccnc1 (stereo not drawn) | 1.2 | 100* | -0.1 | 1 | 18 | 0.8 | 0.9 | -13 | -6 | -20 | 2.0
Cc1cc(=O)n2[nH]c(-c3ccc(F)cc3)nc2n1 | 3.0 | 1 | 0.0 | 0.9 | 14 | 0.9 | 0.9 | -32 | 5 | -1 | 0.5
O=C(Nc1ccsc1C(=O)N1CCCC1)c1ccccc1 | 4.2 | -2 | -0.2 | 1.1 | 4 | 1 | 1.1 | 0 | -3 | 0 | -0.9
CCCCN(CC)C(=O)Cn1ncc2c1-c1cc(C)ccc1OC2 | -0.5 | 2 | -0.2 | 1 | 26 | 0.7 | 1 | / | -12 | -1 | -1.3
CCn1c(SCC(=O)N2CCCC2)nnc1-c1ccc(S(=O)(=O)N2CCCCCC2)cc1 | 3.1 | -1 | -0.5 | 1 | 16 | 0.8 | 1.1 | -23 | -10 | 12 | 0.7
Cc1cc(C)n(-c2ccc(Cl)c(C(=O)Nc3ccc(-c4nnc5n4CCCCC5)cc3)n2)n1 | 0.1 | 13 | -0.1 | 0.5 | 12 | 0.9 | 1 | -13 | 1 | -3 | 0.0
Cc1cc(C(F)(F)F)nn1CC(=O)Nc1ccc(Br)c2cccnc12 | 3.9 | 96* | 0.0 | 1 | 19 | 0.8 | 1.1 | / | 8 | 11 | 2.9
CCCCNC(=O)CCNC(=O)c1ccc(C(C)(C)C)cc1 | 1.4 | -4 | 0.0 | 1 | 9 | 0.9 | 1.1 | / | -3 | 9 | 0.1
CCC(=O)c1ccc(OCc2ccc(C#N)cc2)cc1 | 2.9 | -8 | 0.0 | 0.9 | 27 | 0.7 | 1 | 12 | -11 | -5 | 0.1
S=C(Nc1cccc2ccccc12)N1CCN(c2ncccn2)CC1 | 2.0 | -5 | -0.2 | 0.7 | 14 | 0.9 | 0.9 | / | -6 | 2 | 0.1
CCCN1C(=O)C(O)(C2COC(C)(C)CC2=O)c2ccccc21 (stereo not drawn) | 1.4 | -2 | 0.1 | 1 | -8 | 1.1 | 1 | -5 | -9 | 5 | -1.5
Cc1nc(=O)c(-c2ccccc2)c(C)n1-c1ccc(S(N)(=O)=O)cc1 | -0.1 | -7 | 0.1 | 1 | -8 | 1.1 | 1 | / | -3 | 2 | -0.1
Cc1ccc(C)n1-c1ccc(C(=O)O)cc1 | 3.2 | -6 | -0.2 | 1 | 7 | 0.9 | 1 | / | 10 | 5 | 1.0
N#Cc1cc(Oc2cccc3cccnc23)c(-n2nnc3ccccc32)cc1C#N | 0.9 | 69* | -0.1 | 0.9 | 12 | 0.9 | 0.9 | / | 3 | -3 | 4.9
O=C(Nc1ccccc1)OC1CCS(=O)(=O)C1 (stereo not drawn) | 2.9 | -5 | -0.3 | 1.1 | 3 | 1 | 1 | -10 | -7 | 11 | -0.5
CCCP(=O)(CCC)CCP(=O)(c1ccccc1)c1ccccc1 | -0.2 | -5 | -0.1 | 0.9 | 11 | 0.9 | 0.9 | 4 | -18 | 4 | 0.2
Cc1ccc(O)c(C(=O)c2cnc3c(c2)CN(C)C(=O)N3)c1 | 3.0 | 47 | -0.1 | 1.1 | 0 | 1 | 1 | / | 5 | 8 | -1.1
CSc1nc2c(ccc3ccccc32)o1 | 0.8 | -5 | -0.2 | 0.8 | 15 | 0.8 | 1 | 0 | 0 | 10 | 0.7
CCOc1ccc(-c2cc(CCCC(=O)N3CCN(c4ccc(OC)cc4)CC3)no2)cc1 | 8.1 | -3 | 0.2 | 1 | 0 | 1 | 0.9 | 10 | -7 | -24 | 0.4
C/C(=N\NC(=O)c1c(Cl)cnn1C)c1ccc(NC(=O)c2ccncc2)cc1 | -0.5 | 12 | -0.2 | 1.1 | -7 | 1.1 | 1.1 | 0 | -19 | 0 | 0.0
O=C(c1ccc(S(=O)(=O)N2CCC(c3nc4ccccc4[nH]3)CC2)cc1)N1CCOCC1 | 0.2 | 14 | -0.2 | 0.9 | 64* | 0.4 | 0.8 | -35 | 4 | -2 | 0.4
Nc1nc(SCc2c(Cl)cccc2Cl)n[nH]1 | -0.8 | -3 | -0.3 | 1.1 | 0 | 1 | 1.1 | / | 6 | 2 | 0.0
COc1ccc(C(=O)N(Cc2nc(-c3ccc(C)cc3)no2)C2CCCCC2)cc1OC | 2.1 | 10 | 0.3 | 0.9 | 24 | 0.8 | 0.8 | 3 | 0 | -32 | -1.7
Cc1ccc(-n2c(C)nc3c(cnn3-c3ccccc3Cl)c2=O)cc1C | 1.2 | 2 | 0.0 | 1.1 | 5 | 0.9 | 1.1 | / | 8 | 0 | 0.2
Cc1ccc(NC(=S)NCc2ccccc2)cc1[N+](=O)[O-] | 5.3 | 5 | -0.3 | 0.9 | 21 | 0.8 | 0.9 | 13 | -1 | -7 | 0.4
Cc1ccc(NC(=S)N2CCCCC2CO)cc1C (stereo not drawn) | 1.4 | 3 | 0.2 | 0.9 | 0 | 1 | 0.9 | -24 | 6 | 11 | 0.4
CC(C)NS(=O)(=O)c1ccc(OCC(=O)N2CCc3ccccc3C2)cc1 | 4.0 | -3 | -0.3 | 1 | -7 | 1.1 | 1 | -1 | 3 | 3 | -0.1

Some of the entries so far, with values under each structure.
Order of values – RAM network inh, Lmaj promast, Hsp70 act, PMI act satM6P, Diaph inh CS, Diaphorase act, PMI act, S1P3 antagonist, TLR4-MyD88 BLA, G6PDH counter, DTT redox prof
Cc1ccc(O)c(C(=O)c2cnc3c(c2)CN(C)C(=O)N3)c1
→ 3.0, 47, -0.1, 1.1, 0, 1, 1, /, 5, 8, -1.1
CSc1nc2c(ccc3ccccc32)o1
→ 0.8, -5, -0.2, 0.8, 15, 0.8, 1, 0, 0, 10, 0.7
CCOc1ccc(-c2cc(CCCC(=O)N3CCN(c4ccc(OC)cc4)CC3)no2)cc1
→ 8.1, -3, 0.2, 1, 0, 1, 0.9, 10, -7, -24, 0.4
C/C(=N\NC(=O)c1c(Cl)cnn1C)c1ccc(NC(=O)c2ccncc2)cc1
→ -0.5, 12, -0.2, 1.1, -7, 1.1, 1.1, 0, -19, 0, 0.0

The results go on:
SMILES | RAM network inh | Lmaj promast | Hsp70 act | PMI act satM6P | Diaph inh CS | Diaphorase act | PMI act | S1P3 antagonist | TLR4-MyD88 BLA | G6PDH counter | DTT redox prof
Cc1ccc(Cn2cc(/C=C/C(=O)O)c(-c3ccccc3)n2)cc1 | 1.2 | -5 | -0.3 | 0.9 | 8 | 0.9 | 0.9 | / | -2 | 4 | 3.5
O=C(Nc1nc2ccc(SC(F)F)cc2s1)c1ccc(NS(=O)(=O)c2ccc(F)c(F)c2)cc1 | 6.8 | 69* | -0.2 | 1 | 22 | 0.8 | 0.9 | -8 | 10 | 16 | -0.3
O=C1c2ccccc2C(=O)N1OCc1cccc(Cl)c1 | 3.4 | -2 | -0.4 | 1 | 18 | 0.8 | 1 | / | 7 | 2 | 0.2
CCN(CC)S(=O)(=O)c1ccc(-c2csc(C)n2)cc1 | 2.4 | -5 | -0.1 | 1.1 | 3 | 1 | 1 | -17 | -8 | 6 | -0.9
COc1ccc2nc(SCc3cnc(C)nc3N)[nH]c2c1 | 1.6 | -1 | -0.3 | 0.9 | 11 | 0.9 | 0.9 | -1 | 2 | -5 | 1.1
O=C(CN1C(=O)C2C3C=CC(C3)C2C1=O)Nc1nc(-c2ccccn2)cs1 (stereo not drawn) | 0.0 | 97* | -0.5 | 1 | 13 | 0.9 | 1 | / | 8 | 28 | 1.1
CCOC(=O)CN1CC23C=CC(O2)C(C(=O)NCc2ccccc2OC)C3C1=O (stereo not drawn) | 0.3 | -6 | 0.0 | 1 | 9 | 0.9 | 0.9 | -28 | 10 | 5 | -1.8
